H9c2 TAG inh – inhibitors of triacylglycerol accumulation, primary screen, cell-based, uHTS, fluorescence, H9c2; H9c2 cells, Nile Red lipid (TAG) fluorescence; cells loaded with 200 µM oleic acid; inhibition, % at 12.5 µM; 230,000 compounds, 0.66% hits; AID 651582, 2012;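 active means pattern-corrected inhibition of lipid staining of at least 50% with the nuclear-stain viability signal not falling by more than 50%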;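 further: 0% = DMSO wells and 100% = triacsin C control wells; some results filed as inactive read as strong as hits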
H9c2 TAG inh DAPI viability – second read-out of H9c2 TAG inh, no call of its own (marks repeat the call); DAPI nuclei signal change (viability), lower = more cytotoxic, %;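 whole-well DAPI fluorescence read on a plate reader as a viability signal; minus 50 percent equals half of cells still viable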
Numbers without * were called inactive. An excerpt; rates above refer to the full screens.

SMILES | H9c2 TAG inh | H9c2 TAG inh DAPI viability
Fc1cccc(CN(C2=NCCN2)c2c(Cl)cccc2Cl)c1 | 9 | -6
CC[C@@H]1C/C=C\Cc2ccccc2[C@@H](C(=O)C[C@H](O)CC(C)=O)OC1=O | -8 | -6
N#Cc1ccc(OCC(=O)OCC(=O)Nc2cc(C(F)(F)F)ccc2N2CCOCC2)cc1 | 15 | -3
COc1ccc(/C=C/C(=O)NC(=S)NNC(=O)c2cnccn2)cc1 | 13 | -7
COC(=O)c1ccc(CO/N=C2\CCCc3nonc32)cc1 | 4 | -4
Cc1cc(C)c(OCC(=O)Nc2nnc(C3CC3)s2)c(C)c1 | -4 | 2
Cc1cc(C)c(NC(=O)CN2CCOCCOCCOCCOCC2)c(C)c1 | 6 | 4
COC(=O)C1=C(C)N(C)C(=O)NC1c1ccc(O)c(OC)c1 (stereo not drawn) | 12 | 7
CC(OC(=O)c1ccc(Cl)nc1)C(=O)NCc1ccc2c(c1)OCO2 (stereo not drawn) | -12 | -6
O=C1CS/C(=N\NC(=O)c2ccccc2)N1 | 9 | -9
O=C(COC(=O)CSc1ccc([N+](=O)[O-])cc1)NC1CCCCCCC1 | 1 | 10
CNC(=O)CSc1nnnn1-c1ccc(C)cc1C | 7 | -4
COCc1cc(C(C)=O)ccc1OCC(=O)Nc1ccc(NC(C)=O)cc1 | 10 | -11
Fc1ccccc1-c1nc(NCc2ccccc2)c2ccccc2n1 | -11 | 6
C=CCN1C=C2C(=O)C(C)(OC(=O)CCC(=O)OC)C(=O)C(Br)=C2C=C1c1ccc(OC)cc1 (stereo not drawn) | 7 | -1
C=CCNc1cc(F)ccc1S(=O)(=O)NCC=C | -15 | -4
c1ccc2c(Cn3ccnc3)cccc2c1 | 7 | -5
COCCn1c(C)cc(C(=O)COc2nc3ccccc3nc2C)c1C | -48 | -10
Cc1ccc(S(=O)(=O)N2CCOCC2)cc1C(=O)OCC(=O)NC1CCCCC1 | -5 | 1
COc1ccc(NC(=O)C2Cc3c(-c4ccc(Cl)cc4)ccnc3O2)cn1 (stereo not drawn) | -30 | 1
CCCN(CC1CC1)C(=O)COC(=O)c1ccc2c(c1)C(=O)N(c1ccc(OCC)cc1)C2=O | 2 | 17
Fc1cccc(Nc2nc(-c3ccncc3)nc3ccccc23)c1 | 69* | -24*
Cc1ccc(S(=O)(=O)N(CC(=O)N2CCOCC2)CC(=O)N2CCOCC2)cc1 | -16 | 11
CCC(C)(C)c1ccc(OCCCC[n+]2cccc(C)c2C)c(C(C)(C)CC)c1 | 96 | -56
Cc1ccc(-n2c(C)nnc2SCC(=O)NC2CC2)cc1 | 18 | -15

In a second layout: entries from further up.
| SMILES | H9c2 TAG inh | H9c2 TAG inh DAPI viability |
| --- | --- | --- |
| O=C1CS/C(=N\NC(=O)c2ccccc2)N1 | 9 | -9 |
| O=C(COC(=O)CSc1ccc([N+](=O)[O-])cc1)NC1CCCCCCC1 | 1 | 10 |
| CNC(=O)CSc1nnnn1-c1ccc(C)cc1C | 7 | -4 |
| COCc1cc(C(C)=O)ccc1OCC(=O)Nc1ccc(NC(C)=O)cc1 | 10 | -11 |
| Fc1ccccc1-c1nc(NCc2ccccc2)c2ccccc2n1 | -11 | 6 |
| C=CCN1C=C2C(=O)C(C)(OC(=O)CCC(=O)OC)C(=O)C(Br)=C2C=C1c1ccc(OC)cc1 (stereo not drawn) | 7 | -1 |
| C=CCNc1cc(F)ccc1S(=O)(=O)NCC=C | -15 | -4 |
| c1ccc2c(Cn3ccnc3)cccc2c1 | 7 | -5 |
| COCCn1c(C)cc(C(=O)COc2nc3ccccc3nc2C)c1C | -48 | -10 |
| Cc1ccc(S(=O)(=O)N2CCOCC2)cc1C(=O)OCC(=O)NC1CCCCC1 | -5 | 1 |
| COc1ccc(NC(=O)C2Cc3c(-c4ccc(Cl)cc4)ccnc3O2)cn1 (stereo not drawn) | -30 | 1 |
| CCCN(CC1CC1)C(=O)COC(=O)c1ccc2c(c1)C(=O)N(c1ccc(OCC)cc1)C2=O | 2 | 17 |
| Fc1cccc(Nc2nc(-c3ccncc3)nc3ccccc23)c1 | 69* | -24* |
| Cc1ccc(S(=O)(=O)N(CC(=O)N2CCOCC2)CC(=O)N2CCOCC2)cc1 | -16 | 11 |
| CCC(C)(C)c1ccc(OCCCC[n+]2cccc(C)c2C)c(C(C)(C)CC)c1 | 96 | -56 |
| Cc1ccc(-n2c(C)nnc2SCC(=O)NC2CC2)cc1 | 18 | -15 |

(listing goes on)
SMILES | H9c2 TAG inh | H9c2 TAG inh DAPI viability
Cc1cc(NC(=O)c2cccc(S(=O)(=O)N3CCCCCC3)c2)n(-c2ccccn2)n1 | -77 | 5
COc1ccc(CC(=O)NNC(=O)c2cccs2)cc1 | 2 | -8
COc1ccc(NC(=O)Cc2nc3ccccc3[nH]2)cc1 | -30 | 8
Cn1c(N=Cc2ccc([N+](=O)[O-])cc2)c(N)c(=O)n(C)c1=O | -4 | 3
CC(C)[C@H](NC(=O)NCCc1ccccc1)C(=O)O | 1 | -1
CC(C)CN(C(=O)c1ccc(N2CCCC2=O)cc1)c1c(N)n(Cc2ccccc2)c(=O)[nH]c1=O | -20 | 1
CCC(Cc1ccccc1)OC(=O)c1ccccc1C(=O)O (stereo not drawn) | -4 | 1
Cc1nc(N2CCCCC2)[nH]c(=O)c1CN(C)N=O | 0 | 5
Cc1noc(C)c1S(=O)(=O)N(C)C[C@H]1Oc2ccc(NC(=O)C3CC3)cc2C(=O)N([C@H](C)CO)C[C@@H]1C | -37 | -5
O=C(c1ccccc1Br)N1CCN(Cc2ccc3c(c2)OCO3)CC1 | -8 | -1
C[C@@H]1CCCCO[C@@H](CN(C)Cc2ccccc2)[C@@H](C)CN([C@H](C)CO)C(=O)c2cc(NC(=O)Nc3cccc4ccccc34)ccc2O1 | -11 | -1
CCCCN(C(=O)C1CCN(C(=O)c2ccccc2C)CC1)c1c(N)n(CCCC)c(=O)[nH]c1=O | 6 | 2
CCOC(=O)c1c(NC(=O)COC(=O)c2nccnc2N)sc2c1CCC2 | 13 | -4
CN(CCOc1ccccc1)CC(=O)Nc1ccc(Cl)c(S(=O)(=O)N(C)C)c1 | -16 | 5
COc1cccc(SCc2noc(C(=O)NCC3CCCO3)c2C(=O)O)c1 (stereo not drawn) | 1 | 7
CCOc1ccc(NC(=O)c2cccnc2SC)cc1 | -9 | 12
O=C(Nc1ccc2oc(=O)ccc2c1)c1ccccc1[N+](=O)[O-] | 27 | 8
O=C(Cc1coc2ccc3ccccc3c12)N1CCCC1 | 1 | 1
CC(C)OCCCn1c(=S)[nH]c2ncccc2c1=O | -8 | -10
CC(=O)c1ccc(NC(=O)CSc2nnc(-c3ccoc3C)n2Cc2ccccc2)cc1 | -14 | -4
COC(=O)c1cc(S(=O)(=O)N2CCN(c3cc(C)ccc3C)CC2)c[nH]1 | 8 | -1
CCCN(Cc1cc(=O)[nH]c2ccccc12)C(=O)CC | 6 | -5
Cc1ccc(OCCC(=O)Nc2ccc(C)c(F)c2)cc1 | -9 | -9
CCCOc1ccc(C(F)(F)F)cc1NC(=O)CN1C(=O)C(=O)N(CC)C1=O | -3 | -6
Cc1[nH]c2ccccc2c1C(c1ccccn1)N1CCC(C)CC1 (stereo not drawn) | 51* | -29*
Following part
SMILES | H9c2 TAG inh | H9c2 TAG inh DAPI viability
CCOC(=O)C1(CCc2ccccc2)CCN(Cc2cccc3nccnc23)CC1 | -28 | 16
CC(=O)NS(=O)(=O)c1ccc(NC(=O)c2ccc(Cl)cc2[N+](=O)[O-])cc1 | -2 | 9
Cc1cc(C)cc(NC(=O)c2ccc(Cn3nc(C)c(Cl)c3C)o2)c1 | -109 | -1
Cc1cn([C@H]2C[C@H](O)[C@@H](CNC(=O)[C@@H]3C[C@H](F)CN3)O2)c(=O)[nH]c1=O | -7 | -6
CCc1ccc(N2CC(C(=O)Nc3ccc4c(c3)OCO4)CC2=O)cc1 (stereo not drawn) | 5 | -4
CCN(CC(=O)Nc1c(F)cccc1F)C(=O)C(C)SCc1nc2sc(C)c(C)c2c(=O)[nH]1 (stereo not drawn) | 1 | 6
COc1ccc(N2CCN(C(=O)COC(=O)[C@@H](NC(=O)c3ccccc3Cl)C(C)C)CC2)cc1 | 11 | -5
CCC(c1nnnn1Cc1ccc(OC)cc1)N1CCN(c2ccc(OC)cc2)CC1 (stereo not drawn) | 6 | -3
Cc1ccc(S(=O)(=O)N(C)CC(=O)Nc2nc3ccccc3s2)cc1 | -7 | 0
COc1ccc(N2CCN(C(=O)CCNC(=O)c3ccc(Br)cc3)CC2)cc1 | -5 | 2
O=C(NC1CC1)C(=O)c1c[nH]c2ccccc12 | 1 | 6
Cc1ccc(S(=O)(=O)CCSc2nccn2C)cc1 | -12 | 7
Cc1ccc([C@@H]2CC=C(C(=O)O)[C@H](c3cccc(F)c3)N2S(=O)(=O)c2ccccc2C)cc1 | 4 | 3
O=C(COC(=O)c1ccco1)NCc1ccc(Cl)cc1Cl | -7 | 4
CCCCn1c(CCCNC(=O)CC)nc2ccccc21 | -6 | -4
CC(=O)CCc1c(C)nc2ccc(C)cc2c1Cl | 8 | -7
Cc1ccc(NC(=O)CN2CCC(NC(=O)c3ccccc3F)CC2)cc1C | -13 | 7
COc1ccc(CC(=O)Nc2sc3c(c2C#N)CC(C)(C)NC3(C)C)cc1OC | 11 | -7
COc1cc(OC)cc(C(=O)NCC(=O)OC(C)C(=O)NC(C)C2CC3CCC2C3)c1 (stereo not drawn) | -10 | 1
Cc1onc(-c2ccccc2)c1C(=O)c1c[nH]c(C(=O)NCCCN2CCOCC2)c1 | 3 | -4
Cc1nn(Cc2ccccc2)c(C)c1/C=N/NC(=O)c1ccccc1O | 3 | -1
COc1ccc(S(=O)(=O)N2CCOCC2)cc1C(=O)Nc1ccc2c(c1)OCO2 | 3 | -5
COc1ccc(Cn2c(=O)c3c(nc(NCCO)n3C)n(C)c2=O)cc1 | 6 | -5
N=C1C(c2ccccc2)=C(O)CN1c1cccc2ccccc12 | 10 | -2
CCOc1ccccc1N1CCN(CC(=O)Nc2nccs2)CC1 | 0 | 1
(cont.)
SMILES | H9c2 TAG inh | H9c2 TAG inh DAPI viability
CC(=O)Nc1ccc(S(=O)(=O)N2CCCC2C(=O)Nc2ccc3c(c2)OCCO3)cc1 (stereo not drawn) | 1 | -2
O=c1c2ccccc2nc(CSc2nnnn2-c2ccccc2)n1-c1ccccc1 | 7 | -8
Nn1c(SC/C=C/c2ccccc2)nnc1-c1ccccn1 | -29 | -1
N#CCCN(C(=O)CN1CCN(S(=O)(=O)c2ccc(Cl)s2)CC1)c1ccc(F)cc1 | -13 | 9
CCOC(=O)c1cnc(SC)nc1Oc1cccc(NC(=O)c2ccc(Cl)cc2)c1 | 9 | -14
Cc1cc(C)c(S(=O)(=O)Nc2cccc3nsnc23)c(C)c1 | 1 | -3
CCCCn1c(N)c(N(CCC(C)C)C(=O)CC2OC(=O)c3ccccc32)c(=O)[nH]c1=O (stereo not drawn) | 7 | 1
CC1=C(C(=O)OCc2ccccc2)C(c2cccnc2)c2c(n(C)c(=O)n(C)c2=O)N1 (stereo not drawn) | 1 | 1
Cc1ccc2sc(N(CCCN(C)C)C(=O)c3ccc(S(=O)(=O)N4CCCCCC4)cc3)nc2c1C | 6 | 12
CC12CC3(C)CC(C)(C1)CC(C(=O)NCc1ccccn1)(C2)C3 | -13 | 6
O=C(Nc1ccc2ccccc2n1)C1CCCCC1 | 6 | 9
O=C(N[C@@H]1C/C=C\C[C@@H](CC(=O)N(CCO)Cc2ccccc2)C(=O)N[C@H](Cc2ccccc2)COC1=O)OCC1c2ccccc2-c2ccccc21 | -6 | 7
CN1C2CCC1/C(=C\c1ccccc1)C(=O)/C2=C\c1ccccc1 | -83 | 23
O=[N+]([O-])c1ccccc1CCc1ccccc1[N+](=O)[O-] | -17 | 10
Cc1ccc(NC(=O)CNCC(c2ccccc2)N(C)C)cc1F (stereo not drawn) | -3 | 7
COc1ccc(CN2CCC(n3nccc3NC(=O)c3cccc(F)c3)CC2)cc1O | 8 | -6
Cc1cc(=O)c2ccccc2[nH]1 | -5 | 8
Cn1cc(NC(=O)Nc2ccc(C(F)(F)F)cc2)c(C(F)(F)F)n1 | -27 | -1
CC1CCN(c2nc(-c3ccncc3)nc3ccccc23)CC1 | 46 | 1
COc1ccc(S(=O)(=O)N2CCOCC2)cc1NC(=O)/C=C/c1ccc(F)cc1 | 15 | -3
O=C(Nc1ccc(Cl)cc1F)C1CC(=O)N(Cc2ccco2)C1 (stereo not drawn) | 10 | -5
CCOC(=O)C1(Cc2ccccc2Cl)CCN(C(=O)c2cnccn2)CC1 | 3 | -15
CC(OC(=O)c1cccc(-n2cnnn2)c1)c1nc2ccccc2c(=O)[nH]1 (stereo not drawn) | -3 | -3
COCCNCC(=O)NC12CC3CC(CC(C3)C1)C2 | -2 | 3
COc1cc(N=c2ssnc2Cl)cc(OC)c1OC | 4 | -2
Continued.
SMILES | H9c2 TAG inh | H9c2 TAG inh DAPI viability
Cc1sc(NC(=O)Cn2[nH]c(=O)c3ccccc3c2=O)nc1-c1ccccc1 | -7 | 5
N#Cc1nc(-c2ccco2)oc1N1CCN(c2ccccc2)CC1 | -8 | -3
CC1(C)CC(=O)C=C(c2ccc(Oc3ccccc3)cc2)C1=O | -2 | 5
Cc1onc(-c2c(Cl)cccc2Cl)c1/C(N)=N/OC(=O)C1CC1 | -6 | 3
COC(=O)CCC(=O)Nc1sc2c(c1C#N)CCCC2 | 22 | -8
Cc1ccc2nc(-c3sc4nc(C)ccc4c3N)[nH]c2c1 | 33 | 17
Fc1ccc(-n2nnc(-c3ccccc3Br)n2)cc1 | 2 | -6
COC(=O)C1=C(C)OC(N)=C(C#N)C1c1ccccc1F (stereo not drawn) | 6 | -2
